# AMA1-RON2 inh: inhibitors of Plasmodium falciparum AMA1-RON2 interaction; AlphaScreen AMA1-biotinylated RON2 peptide binding; 360,000 tested, 0.2% active; Potency, µM (titrated, usually from 58.2 µM), for inactives: top-dose activity change, negative = inhibition, actives largely listed as inhibitors; active = well fitted inhibition curve with a large enough effect; inconclusive = small, poorly fitted or top-dose-only effect; inactive = no such curve, though single readings can be large or run the other way;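 also: potency is read from the fitted curve at half-maximal effect; 0% = vehicle wells and -100% = peptide control; nearly all actives have a fitted effect of over 45% in size; some results filed as inactive show a strong effect at the top dose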
#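 AMA1 (3D7) with his tag at 25 nM final met compounds first, then biotinylated RON2 peptide at 25 nM; detection used donor plus acceptor beads, 10 µg/mL apiece, read by AlphaScreen after 30 min at room temperature.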
# HCMV antiviral: inhibitors of human cytomegalovirus; activity change, negative = inhibition, % at 57.5 µM; 410,000 tested, 4.5% active; HFF cells, HCMV-luciferase reporter, 72 h; active compounds read low; in the data active = activity change below about -60%; inconclusive = no clear call, values can overlap the other calls; inactive = above about -39%
#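 Two compound doses tested in HFFs infected with HCMV-luciferase, MOI 1 PFU/cell, 72 h at 37C. Lysate luminescence read with OneGlo; data normalized against buffer-only and 10uM Salinomycin inhibitor controls.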
# The depositor's hits bear a star; ? = inconclusive; [ ] = remark or other dose. Unless noted, % is scaled to controls: 0 for no effect and ±100 for the full control effect.
compound,AMA1-RON2 inh,HCMV antiviral
COc1ccccc1S(=O)(=O)N(C)C[C@H]1OCc2cn(nn2)CCCC(=O)N([C@H](C)CO)C[C@@H]1C,1%,-7
CCCCn1nnnc1C1(C)CCC(=O)N1CCOC (stereo unspecified),-1%,-1
CCC1(c2ccccc2)NC(=O)N(CC(=O)Nc2ccc3c(c2)CCC3)C1=O (stereo unspecified),-1%,5
Cc1ccccc1NS(=O)(=O)c1ccc(S(=O)(=O)N2CCCC2)cc1,4%,-13
CCOC(=O)N(C)c1c(CC)nc2c(OCCC3CCCCC3)cccn12,-1%,18
COCCNc1ncnc2c1ncn2[C@H]1CN(Cc2ccc(OC)cc2)C[C@@H](CO)O1,-6%,-15
CCOC(=O)C1(C)CCCN(C(=O)c2cc(OC)c(OC)c(OC)c2)C1 (stereo unspecified),5%,-17
COc1cc(-c2cc(NC(C)=O)c3ncc(-c4cc(OC)c(OC)c(OC)c4)n3c2)cc(OC)c1OC,29%,-37
Cc1ccc2c(=O)n3c(nc2c1)C(Cc1ccc(O)cc1)NC(=O)c1cc2ccccc2cc1-3 (stereo unspecified),-2%,-65*
CCOC(=O)C1(C)CCCCCN1C(=O)c1csnn1 (stereo unspecified),11%,25
CCCCCNC(=O)C(c1cc2ccccc2o1)n1c(=O)c(-c2ccco2)nc2ccccc21 (stereo unspecified),0%,152
CC1(c2nnnn2Cc2ccccc2)CCC(=O)N1CC1CCCCC1 (stereo unspecified),2%,-7
COC(=O)C[C@@H]1OC[C@H](CO)N1S(=O)(=O)c1ccc(C)cc1,-9%,-2
Cc1ccc(NC(=O)c2ccc3c(c2)CCN3S(C)(=O)=O)cc1,-3%,15
CCCCCCN1C[C@@H](n2cc(-c3ccc(F)cc3)nn2)[C@H](O)C[C@@H]1c1ccccc1,-8%,1
C#CCNC(=O)C[C@@H]1C[C@@]2(C(=O)OCC)CCCC=C2N(Cc2cccc3ccccc23)C1=O,0%,-20
COC(=O)C1=CN(c2c(C)cc(C)cc2C)C(N)=C(C#N)C1c1ccccc1 (stereo unspecified),1%,?
CCc1nc2ccc(C(=O)NCCc3ccccn3)cn2c1N(CC)CCOC,-3%,28
C[C@H](CO)N1C[C@H](C)[C@H](CN(C)S(C)(=O)=O)OCc2ccccc2-c2c(n(C)c3ccccc23)C1=O,3%,10
OCC1OC(Nc2ccccc2C=NO)C(O)C1O (stereo unspecified),19%,-7
O=C(NCC[C@H]1CC[C@@H](NC(=O)C2CCC2)[C@@H](CO)O1)c1cc(Cl)cc(Cl)c1,-5%,34
CC(C)C1C(C#N)=C(N)Oc2c1c(=O)oc1ccccc21 (stereo unspecified),18%,-10
COc1ccc(NC(=O)C2(C)CCN2Cc2ccc(SC)cc2)cc1OC (stereo unspecified),-23%,-7
Cc1nc(-c2cccc(CN(C)C(=O)Oc3ccc([N+](=O)[O-])cc3)c2)no1,-8%,17
CC(NC(=O)CN1c2cccc3cccc(c23)S1(=O)=O)c1ccccc1 (stereo unspecified),0%,-10
Cn1ccc2c(-c3ccc(C(=O)O)cc3)cc3c(c21)C1CCC3O1 (stereo unspecified),-9%,-5
CC1(C)CC(=O)C(CC(=O)c2ccccc2)=C(NN=C(N)N)C1,10%,-12
Cc1c(C(=O)NCc2cccc(C(F)(F)F)c2)sc(=O)n1Cc1ccc(S(=O)(=O)N(C)C)cc1,-7%,29
CN(Cc1cccc(C(F)(F)F)c1)C(=O)[C@H]1O[C@@H](n2ccc(N)nc2=O)[C@H](O)[C@@H]1O,-7%,-30
CCOC1=C2[C@@H](CN(S(=O)(=O)c3ccccc3C)[C@H]2c2ccc(Cl)cc2)[C@H]2C(=O)NC(=O)[C@H]2C1,-7%,-76*
COc1ccccc1Cc1c(-c2ccco2)nc2ccc(C)cn12,-19%,20
COc1cc(CNC(=O)c2cc(-c3cc(Cl)ccc3C)n[nH]2)cc(OC)c1,2%,23
CCC(=O)N[C@@H]1C=C[C@@H](CC(=O)NCc2ccccc2F)O[C@@H]1CO,-5%,?
CC(=O)Nc1cccc(-c2ccnc3c2CC(C(=O)NCc2ccc(N(C)C)cc2)O3)c1 (stereo unspecified),?,-35
CCCCCC(=O)N1C[C@@H](O)[C@H](n2cc(COC(=O)c3ccccc3)nn2)C[C@@H]1c1ccc(Cl)cc1,22%,43
C[C@@H](NC(=O)[C@@H]1CCCN1C(=O)[C@@H]1CCCN1C(=O)c1cccc(Cl)c1)c1ccccc1,0%,5
CCCCCCn1cc(CN2CC(N3CCCCC3)CS2(=O)=O)nn1 (stereo unspecified),37%[activator],0
CC(C)(C)c1ccc(C(=O)N2CCC2(C)C(=O)NCC(F)(F)F)cc1 (stereo unspecified),-1%,-32
C#CC1(N2CCCCC2)CCCCC1,-3%,-62*
CC1(C)Cc2c(sc(NC(=O)Cc3ccccc3)c2C#N)C(C)(C)N1,9%,10
CCCCCCN1C[C@@H](O)[C@H](n2cc(COC(=O)c3ccccc3)nn2)C[C@@H]1c1ccc(OC)cc1,-7%,-101*
COC(=O)[C@@]12C[C@@H](CC(=O)NCCc3ccccc3OC)C(=O)N(Cc3ccc4c(c3)OCO4)C1=CCC(C)(C)C2,-27%,35
CC(=O)Nc1ccc(CN(C)c2c(C)nc3ccc(C(=O)N(C)Cc4ccco4)cn23)cc1,-3%,-5
CCOC(=O)C1=CC[C@@H](c2ccccc2)N(S(=O)(=O)c2ccc(C)cc2)[C@H]1c1ccc(C#N)cc1,-12%,-32
COc1cc(C=C2CCCC(=Cc3ccc(OCC4CO4)c(OC)c3)C2=O)ccc1OCC1CO1 (stereo unspecified),-11%,-68*
CC1(C(=O)NS(=O)(=O)c2ccc(F)cc2F)CCN1C(=O)C1CCCCC1 (stereo unspecified),0%,-10
C#CCN(C[C@H]1[C@H](OC(=O)Nc2c(C)noc2C)[C@H](OC(=O)Nc2c(C)noc2C)C[C@@H](C(=O)OC)[C@H]1C(=O)OC)S(=O)(=O)c1ccc(C)cc1,19%,-2
O=C(Nc1cc(Cl)ccc1N1CCOCC1)c1ccc2c(c1)OCO2,-3%,4
COc1ccc(C(NC(=O)C2CCN(C/C=C/c3ccc(OC(C)=O)c(OC)c3)CC2)c2ccccn2)cc1 (stereo unspecified),54%[activator],-23
CCc1noc(C)c1C(=O)NCCN1C(=O)S/C(=C\c2ccccc2F)C1=O,-9%,-31

# Next section
compound,AMA1-RON2 inh,HCMV antiviral
Cc1ccc(-c2nn(-c3ccccc3)cc2C=C2SC(=S)N(CCS(=O)(=O)O)C2=O)cc1,32µM*,-17
O=C(CC[C@H]1O[C@@H](n2cnc3c(NC(=O)c4ccccc4)ncnc32)[C@H](O)[C@@H]1O)NCC(F)(F)F,-2%,20
CCc1nc2ccc(C(=O)N3CCC(O)(Cc4ccccc4)CC3)cn2c1N(C)C(=O)Cc1ccccc1,1%,-1
COc1ccc(S(=O)(=O)N2CCC(C(=O)N[C@H](C(=O)NCc3ccccc3)C(C)C)CC2)cc1,0%,-15
COCOc1cccc(CN2CCC2(C)C(=O)Nc2cc(OC)ccc2OC)c1 (stereo unspecified),-28%,12
COc1cccc(C(O)c2nc(/C=C/c3ccccc3)cs2)c1 (stereo unspecified),-13%,26
Cc1noc(C)c1C(=O)N1CCC1(C)C(=O)NS(=O)(=O)c1ccc(Br)cc1 (stereo unspecified),3%,-25
CCCCN1C(=O)C(CC(=O)NC(c2ccccc2)c2ccccc2)CC(C(=O)N2CCCCCC2)=C1C (stereo unspecified),-4%,5
COC(=O)CCCC[C@@H]1O[C@H](CCc2ccccc2)Cc2[nH][nH]c(=O)c21,39%[activator],49
COC(=O)[C@]12CCCCC=C1N(CCC1=CCCCC1)C(=O)[C@H](CC(=O)NCCCCc1ccccc1)C2,-5%,-16
O=C(NC(c1ccccc1)c1ccc2ccccc2n1)C1CCN(Cc2ccc(Oc3ccccc3)cc2)CC1 (stereo unspecified),-14%,79
C[C@@H]1CN([C@@H](C)CO)C(=O)CCCn2nncc2CO[C@H]1CN(C)Cc1cccc(C(F)(F)F)c1,0%,20
COC(=O)[C@]12CCCCC=C1N(Cc1ccc3c(c1)OCO3)C(=O)[C@H](CC(=O)NCC13CC4CC(CC(C4)C1)C3)C2,-25%,23
CCCCN(C)C(=O)c1ccc(Nc2nc(C(N)Cc3ccccc3)cs2)nc1 (stereo unspecified),80%[activator],-3
COc1cc(CNc2ncnc3c2ncn3[C@H]2CN(Cc3cccc(C(F)(F)F)c3)C[C@@H](COC(C)=O)O2)cc(OC)c1OC,-1%,45
COc1ccccc1S(=O)(=O)N(C)C[C@@H]1OCc2cnnn2CCCC(=O)N([C@@H](C)CO)C[C@@H]1C,14%,22
C[C@H](CO)N1C[C@H](C)[C@H](CN(C)S(=O)(=O)c2ccc3ccccc3c2)OCc2cnnn2CCCC1=O,2%,-5
COC(=O)c1cc(=O)c2c(ccc3oc(=O)ccc32)[nH]1,0%,44
CC(=O)Nc1ccc(-c2ccnc3c2CC(C)(C(=O)NCCN(C)C)O3)cc1 (stereo unspecified),45%[activator],11
CCCC(=O)N1CCC1(C)C(=O)Nc1ccc(-n2cncn2)cc1 (stereo unspecified),9%,43
CCc1nc2ccc(C(=O)N3CCN(C(=O)c4ccco4)CC3)cn2c1N(C)Cc1nccs1,19%,0
Cc1c(NC(=O)COC(=O)c2cccc(F)c2)c(=O)n(-c2ccccc2)n1C,7%,-3
CC1(C(=O)NS(=O)(=O)Cc2ccccc2C(F)(F)F)CCN1C(=O)C/C=C/c1ccccc1 (stereo unspecified),-2%,25
COc1ccccc1-c1noc(CCC(=O)Nc2cccnc2)n1,-11%,-3
COc1ccc(-c2cnc3c(NC(C)=O)cc(-c4cccc(C(=O)NCCO)c4)cn23)cc1OC,7%,-26
COc1ccccc1Cc1c(C2CCCCC2)nc2cc(C)c(Br)c(C)n12,-18%,-1
CCNC(=O)C1(C)CCCN(C(=O)c2ccc(OC)c(F)c2)C1 (stereo unspecified),13%,2
CN(Cc1ccc(Cl)cc1)C(C(=O)NC1CCCCC1)c1ccnc2ccccc12 (stereo unspecified),-2%,?
O=C(Nc1ccc2c(c1)CN(C(=O)Nc1ccc(F)cc1)CC2)c1ccccn1,36%[activator],-11
Cc1ccc(S(=O)(=O)NC(=O)C2(C)CCN2C(=O)c2ccccc2CCc2ccccc2)cc1 (stereo unspecified),3%,10
CCOC(=O)C1=C[C@@H](C2CCCCC2)N(S(=O)(=O)c2ccc([N+](=O)[O-])cc2)[C@H]1c1ccccc1,-27%,-77*
COc1ccc(-c2csc(C(C)(O)c3cccc(F)c3)n2)cc1OC (stereo unspecified),-7%,14
CN(CCO)c1cccc2c1S(=O)(=O)N[C@@H](Cc1ccccc1)CO2,36%[activator],-1
CCCC(C)(C)C(=O)N1CCC1(C)C(=O)Nc1ccc(OC)c(OC)c1 (stereo unspecified),-4%,-15
C[C@@H]1CN([C@H](C)CO)S(=O)(=O)c2ccc(-c3ccc(C#N)cc3)cc2O[C@H]1CN(C)C(=O)Nc1cc(F)ccc1F,0%,?
CC(C)NC(=O)C1(C)CN(S(C)(=O)=O)CC(=O)N1CCc1ccccc1 (stereo unspecified),-2%,?
FC(F)(F)c1ccccc1Cc1c(C2CCCCC2)nc2ccc(Cl)cn12,-10%,-5
C[C@H]1CN([C@@H](C)CO)C(=O)CCCn2cc(nn2)CO[C@@H]1CN(C)C(=O)Nc1cccc2ccccc12,15%,49
Cc1ccc2nc(-c3cccc(Cl)c3)c(Cc3ccccc3)n2c1,-2%,26
CCNC(=O)C1(C)CCCN(C(=O)c2cc(C)n(C(C)(C)C)n2)C1 (stereo unspecified),0%,14
O=C1C=C(c2n[nH]nc2-c2ccccc2)C[C@@H](c2ccc(F)cc2)C1,10%,-1
O=S1(=O)C[C@@H](N2CCC[C@@H]2CO)[C@H](COCc2ccccc2)N1,6%,-7
CCOC(=O)C1(c2ccccc2)CCN(CCC(=O)Nc2ccc(OC)cc2)CC1,5%,6
CC1(C(=O)NCc2cccc(Cl)c2)Cc2c(-c3ccc4c(c3)OCO4)ccnc2O1 (stereo unspecified),-12%,-30

# Retrieved by compound from the entries so far (six):
compound,AMA1-RON2 inh,HCMV antiviral
CC(C)(C)c1ccc(C(=O)N2CCC2(C)C(=O)NCC(F)(F)F)cc1 (stereo unspecified),-1%,-32
CCOC(=O)C1=C[C@@H](C2CCCCC2)N(S(=O)(=O)c2ccc([N+](=O)[O-])cc2)[C@H]1c1ccccc1,-27%,-77*
CN(Cc1cccc(C(F)(F)F)c1)C(=O)[C@H]1O[C@@H](n2ccc(N)nc2=O)[C@H](O)[C@@H]1O,-7%,-30
CCc1nc2ccc(C(=O)N3CCC(O)(Cc4ccccc4)CC3)cn2c1N(C)C(=O)Cc1ccccc1,1%,-1
COC(=O)[C@]12CCCCC=C1N(CCC1=CCCCC1)C(=O)[C@H](CC(=O)NCCCCc1ccccc1)C2,-5%,-16
O=C(NC(c1ccccc1)c1ccc2ccccc2n1)C1CCN(Cc2ccc(Oc3ccccc3)cc2)CC1 (stereo unspecified),-14%,79

# An excerpt. The share of hits here may be higher or lower than overall.
